F-actin modifier: cytoskeleton assembly modification | AID 836 | hit rate 0.18% among 91,000 | HUVEC TNFa F-actin phalloidin imaging, high content | inhibition, % at 2 µM;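 active = inhibition above the batch mean plus 3 SD and confirmed as a hit by visual image inspection, cut at about 30% in these data, passing the limit was not always enough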; note: strong numbers were not always called active
HUVEC tox IL1B: toxic to HUVEC cells under IL-1B stimulation. hit rate 0.41% among 94,000. AID 845. cell count reduction, % at 2 µM. HUVEC cell count loss, Hoechst imaging, IL-1B stimulated;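 active = cell count reduction more than 3 SD above the screen-wide mean, cut at about 70% in these data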;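 note: normalized per plate to untreated control cells as the no-loss baseline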
ERa coact inh: blocks coactivator binding to human estrogen receptor alpha. inhibition, % at 25.6 µM. TR-FRET ER-alpha LBD / SRC-1 peptide, estradiol-bound. P03372. hit rate 1.7% among 86,000; in the data active = inhibition above about 50%;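 note: 0% = receptor plus peptide control and 100% = peptide only without receptor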
Target sequence (P03372 whole entry, looked up, the tested form may be a part): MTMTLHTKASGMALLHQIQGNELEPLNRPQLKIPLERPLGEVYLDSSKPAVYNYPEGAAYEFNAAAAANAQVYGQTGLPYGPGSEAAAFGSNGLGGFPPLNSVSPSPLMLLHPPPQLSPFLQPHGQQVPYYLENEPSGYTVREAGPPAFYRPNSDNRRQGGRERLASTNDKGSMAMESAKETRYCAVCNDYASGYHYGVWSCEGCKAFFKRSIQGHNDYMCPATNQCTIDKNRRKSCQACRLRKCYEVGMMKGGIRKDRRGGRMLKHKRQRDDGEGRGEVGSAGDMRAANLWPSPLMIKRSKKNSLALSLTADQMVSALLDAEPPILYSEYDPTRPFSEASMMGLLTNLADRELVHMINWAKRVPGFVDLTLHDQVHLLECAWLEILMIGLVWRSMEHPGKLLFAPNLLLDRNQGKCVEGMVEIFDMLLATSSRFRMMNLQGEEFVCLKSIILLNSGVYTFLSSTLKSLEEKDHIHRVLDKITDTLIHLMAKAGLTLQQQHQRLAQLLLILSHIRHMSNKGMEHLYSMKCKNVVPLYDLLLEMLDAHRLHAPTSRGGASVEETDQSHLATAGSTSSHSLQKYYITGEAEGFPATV
FAK inh: blocks human focal adhesion kinase activity; Q05397; biochemical FAK kinase activity assay; inhibition, %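 (tested at 7 µM)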; hit rate 0.84% among 97,000; AID 727; in the data active = inhibition above about 19%;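 note: 0% = DMSO and 100% = reference compound high control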
LYP inh 2: blocks human PTPN22 phosphatase activity; Q9Y2R2; recombinant LYP catalytic domain, DiFMUP fluorescence; inhibition, % at 2 µM; hit rate 0.21% among 96,000; AID 640;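 active = inhibition at 2 µM at or above a set limit, the screen mean plus 3 SD, cut at about 24% in these data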;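 note: 0% = DMSO with enzyme and 100% = enzyme fully blocked by orthovanadate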
VCAM1 TNFa inh: reduces TNF alpha induced VCAM1 expression in HUVEC. HUVEC TNFa-induced VCAM-1 immunofluorescence, high-content imaging. inhibition, % at 2 µM. hit rate 0.48% among 95,000. AID 802;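 active = inhibition above the batch mean plus 3 SD, with images confirmed as a hit by eye, cut at about 37% in these data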;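 note: 0% = TNF-stimulated DMSO wells and 100% = unstimulated control wells; not every result past the cut was called active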
LYP act: increases human PTPN22 phosphatase activity; hit rate 0.11% among 96,000; activation, % at 2 µM; AID 697; recombinant LYP, DiFMUP fluorescence; 0 = plate median, 100 = signal doubled; Q9Y2R2;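 active = activation at 2 µM above a set limit, the mean plus 5 SD, cut at about 37% in these data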
TNFa cytotox: HUVEC cytotoxicity counter-screen, TNF alpha stimulated; HUVEC TNFalpha-stimulated, Hoechst cell count, imaging; cell count reduction, % at 2 µM; hit rate 0.17% among 93,000;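 active = cell count reduction exceeding the screen mean by over 5 SD, scaled to untreated wells per plate, cut at about 78% in these data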;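 note: cells counted after 24 h of TNF alpha exposure following the 1 h pretreatment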
PTK2B oligo ant: Pyk2 (human) oligomerization antagonism; z-score (the deposit names both 25 µM and 10 µM); AID 1347419; Q293 cells, Pyk2 FERM NanoBiT luminescence; active compounds read low; Q14289; hit rate 0.83% among 99,000;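 active = Z-score of -3 or lower, scaled per plate to the spread of control and sample wells; inactive = z-score above -3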;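 note: negative z-score means lost luminescence so less FERM oligomerization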
* marks the source's active call; other numbers are inactive results; nt = no result given; [ ] = dose if it differs, or a comment.

1	CCCCNS(=O)(=O)c1ccc2nc(SCC(=O)c3ccccc3OC)[nH]c2c1
2	CCOC(=O)CCn1nc(-c2ccccc2)cc1N
3	O=P(O)(CCc1ccccn1)CN1CCOCC1
4	O=C(CSc1nnc(CCCO)n1-c1ccccc1)NCCc1ccccc1
5	COc1ccc(C(=S)N2CCCC2)cc1OC
6	Cc1ccc(S(=O)(=O)N(C)CCCC(=O)n2nc(C)cc2C)cc1
7	CCCn1c(CNC(=O)c2ccccc2)nc2ccccc21
8	COc1ccc(C(=O)/C=C\N2CCOCC2)cc1
entry no.	1	2	3	4	5	6	7	8
F-actin modifier	15	-14	-2	13	-1	23	-40	-7
HUVEC tox IL1B	3	-17	3	-5	30	-45	12	18
ERa coact inh	10	0	6	-29	1	13	-5	2[fluorescence artefact?]
FAK inh	0	-3	2	0	0	0	1	-4
LYP inh 2	6	-7	-1	-6	8	-17	-16	6
VCAM1 TNFa inh	-5	-25	-6	1	-4	12	20	6
LYP act	-4	4	-2	5	-7	13	14	-8
TNFa cytotox	-31	-6	-13	-19	35	-45	-20	-8
PTK2B oligo ant	-1.8	0.11	0.19	0.08	-0.82	-0.23	1.5	0.32

9	O=C(CSc1nc2c(c(=O)n1-c1ccc(F)cc1)SCC2)NCC1CCCO1 (configuration not stated)
10	CC(C)[C@H](NC(=O)Nc1ccc2c(c1)OCCO2)C(=O)O
11	CC1CN(S(=O)(=O)c2ccc(Cl)c(C(F)(F)F)c2)CC(C)O1 (configuration not stated)
12	O=C(Nc1nccs1)C1CCCN1S(=O)(=O)c1ccc(Cl)cc1 (configuration not stated)
13	CCN(CC)C(=O)C1CCN(Cc2ccc(Br)cc2)CC1
14	CCCc1cc(=O)[nH]c(SCC(=O)c2cc(C)n(CCOC)c2C)n1
15	Cn1c(=O)c2c(nc(CN3CCN(C(=O)c4ccco4)CC3)n2Cc2ccccc2)n(C)c1=O
16	COc1ccccc1NC(=O)CN1C(=O)NC(CC(C)C)C1=O (configuration not stated)
entry no.	9	10	11	12	13	14	15	16
F-actin modifier	-1	-8	4	-11	-1	2	4	-22
HUVEC tox IL1B	4	1	5	-11	-21	2	-36	-15
ERa coact inh	5[fluorescence artefact?]	nt	-7	9	8	-10	-8[fluorescence artefact?]	-7
FAK inh	1	3	6	-3	-2	-3	0	-1
LYP inh 2	18	-8	-1	-7	5	5	0	4
VCAM1 TNFa inh	8	-7	-26	14	16	-6	-4	14
LYP act	-14	5	-1	4	-7	-6	-3	-5
TNFa cytotox	-18	0	-5	-13	-18	-13	-23	-26
PTK2B oligo ant	0.13	-0.46	-0.35	-0.76	0.46	-0.34	-0.04	3.3

17	Cc1nc(SCC(=O)NCCc2ccccc2)n[nH]1
18	O=C(CCc1ccccc1)Nc1nc2n(n1)C(c1ccccc1)CC(=O)N2 (configuration not stated)
19	N#CC1=C(N)Oc2n[nH]c(-c3cccs3)c2C1c1cccs1 (configuration not stated)
20	Nc1ccc(CCc2nc3ccccc3o2)cc1
21	c1ccc(Cn2nnc3c(N4CCCC4)ncnc32)cc1
22	c1csc(C2C3=C(Nc4ncnn42)c2ccccc2OC3)c1 (configuration not stated)
23	Cc1ccc(S(=O)(=O)N2CCN(C(C)C(=O)N3CCCc4ccccc43)CC2)cc1 (configuration not stated)
24	COc1ccccc1N1CCN(C(=O)CC2NC3CCCCC3NC2=O)CC1 (configuration not stated)
entry no.	17	18	19	20	21	22	23	24
F-actin modifier	13	-3	-12	-21	-6	23	-5	10
HUVEC tox IL1B	-26	0	0	21	-18	-48	-4	-12
ERa coact inh	-7	0	12	4	-3	2	0	-4
FAK inh	-3	-6	0	4	8	5	-3	-3
LYP inh 2	-4	6	5	-6	-1	-10	7	1
VCAM1 TNFa inh	6	-4	-21	-10	2	-10	8	14
LYP act	1	-9	-9	5	-2	9	-4	3
TNFa cytotox	-29	-37	30	-5	-11	-20	1	-20
PTK2B oligo ant	2.1	-0.63	0.98	-0.25	-0.02	-0.12	0.46	nt

Single records, from the list above. Order of values: F-actin modifier	HUVEC tox IL1B	ERa coact inh	FAK inh	LYP inh 2	VCAM1 TNFa inh	LYP act	TNFa cytotox	PTK2B oligo ant
Entry for O=C(CCc1ccccc1)Nc1nc2n(n1)C(c1ccccc1)CC(=O)N2 (configuration not stated) → -3	0	0	-6	6	-4	-9	-37	-0.63
Entry for N#CC1=C(N)Oc2n[nH]c(-c3cccs3)c2C1c1cccs1 (configuration not stated) → -12	0	12	0	5	-21	-9	30	0.98

A second format for 3 compounds above.
Each structure is followed by: F-actin modifier	HUVEC tox IL1B	ERa coact inh	FAK inh	LYP inh 2	VCAM1 TNFa inh	LYP act	TNFa cytotox	PTK2B oligo ant
#17 Cc1nc(SCC(=O)NCCc2ccccc2)n[nH]1
    13	-26	-7	-3	-4	6	1	-29	2.1
#19 N#CC1=C(N)Oc2n[nH]c(-c3cccs3)c2C1c1cccs1 (configuration not stated)
    -12	0	12	0	5	-21	-9	30	0.98
#18 O=C(CCc1ccccc1)Nc1nc2n(n1)C(c1ccccc1)CC(=O)N2 (configuration not stated)
    -3	0	0	-6	6	-4	-9	-37	-0.63

More entries
25	Cc1cc(C)nc(SCc2ccccc2C#N)n1
26	Cc1nnc(NCc2ccco2)c2ccccc12
27	CC(C)(C)c1csc(SCC(=O)Nc2ccc(Cl)cn2)n1
28	CCOC(=O)N1CCC(C(N)=O)CC1
29	COc1ccccc1CNC(=O)CCS(=O)(=O)c1cccc2nonc12
30	COc1ccccc1CNC(=O)/C=C/c1cc2c(cc1Br)OCO2
31	O=C(COc1ccccc1)Nc1nc(-c2ccc(S(=O)(=O)N3CCOCC3)cc2)cs1
32	Cc1cc(C)c(C#N)c(SCC(=O)Nc2nnc(-c3ccccc3)s2)n1
entry no.	25	26	27	28	29	30	31	32
F-actin modifier	-3	14	12	nt	14	1	-26	9
HUVEC tox IL1B	28	0	-15	-14	-11	-7	6	-6
ERa coact inh	4	-4	-8	0	-7	nt	19[fluorescence artefact?]	-15[fluorescence artefact?]
FAK inh	-6	1	3	-10	0	-3	-1	-4
LYP inh 2	-1	2	-3	-10	3	-4	-7	-13
VCAM1 TNFa inh	11	-3	8	-2	-23	12	3	15
LYP act	0	-1	5	10	-2	8	6	12
TNFa cytotox	-7	63	-9	-6	-25	-3	-9	-26
PTK2B oligo ant	0.31	0.79	0.08	0.63	1.1	0.49	-2	-2.4

33	COc1ccc(OC)c(CN(CCCN2CCOCC2)C(=O)Nc2ccccc2)c1
34	C(=C\c1ccccc1)/C=N/Nc1nc2ccccc2s1
35	CCOC(=O)Cc1cnc(NC(=O)c2ccccc2)s1
36	O=C(Cc1ccccc1)n1nc(-c2ccco2)nc1SCc1ccccc1
37	CCCc1cc(=O)oc2c(C)c(OCC(=O)c3ccc(N4CCCC4)cc3)ccc12
38	O=C(CN1CCCC1)Nc1ccc(NC(=O)Nc2ccccc2Cl)cc1
39	COc1ccc(C)cc1NC(=O)CN1CCN(c2ccc(F)cc2)CC1
40	O=c1oc2cc(Br)ccc2n1CSC1=NCCS1
entry no.	33	34	35	36	37	38	39	40
F-actin modifier	3	-5	26	24	3	10	19	16
HUVEC tox IL1B	-8	nt	-4	9	-14	-20	-16	-20
ERa coact inh	0	nt	0	-5	nt	nt	5[fluorescence artefact?]	10
FAK inh	0	5	-1	-1	9	3	-4	-2
LYP inh 2	15	0	-13	-4	21	-8	6	-9
VCAM1 TNFa inh	4	19	2	6	11	15	nt	10
LYP act	-18	5	10	4	-23	5	-7	6
TNFa cytotox	-19	-10	-22	-36	-22	-16	nt	-31
PTK2B oligo ant	0.86	0.06	2.9	-0.02	-0.59	-0.29	-0.83	0.24

41	COc1ccc(S(=O)(=O)n2nc(-c3ccc(Cl)cc3)cc2N)cc1OC
42	Cn1c(Cc2ccccc2)nnc1SCC(=O)N1CCN(c2ccccc2)CC1
43	O=C(NC(=S)NC1CC1)c1cccnc1
44	O=C(NC(=S)N1CCN(c2c(Cl)cccc2[N+](=O)[O-])CC1)c1cccs1
45	CCCCc1nc2ccccc2c(C(=O)O)c1C
46	CCOC(=O)C1=C(CSc2nncn2C)NC(=O)NC1c1cc(OCC)ccc1OCC (configuration not stated)
47	CC1CCc2nc(NC(=O)Cc3cccs3)sc2C1 (configuration not stated)
48	CC(CC(=O)Nc1nncs1)c1ccccc1 (configuration not stated)
entry no.	41	42	43	44	45	46	47	48
F-actin modifier	-6	-16	-29	-2	10	11	-20	0
HUVEC tox IL1B	4	-42	-25	-12	-15	-3	-30	30
ERa coact inh	-5	4	-4	nt	7[fluorescence artefact?]	15	-18[fluorescence artefact?]	-14
FAK inh	6	0	-6	-1	-4	-2	4	1
LYP inh 2	-5	-10	-11	5	2	-3	0	-1
VCAM1 TNFa inh	5	19	24	-1	-3	36	14	2
LYP act	4	2	14	-1	-2	-1	-4	0
TNFa cytotox	-20	0	4	5	-13	4	-8	-1
PTK2B oligo ant	nt	1.3	-0.55	0.24	0.44	-0.2	-0.48	1.7

49	Clc1ccc(-c2nnn(Cc3nc4ccccc4s3)n2)cc1
50	Cc1cccc2c(=O)n3c(nc12)CCCCC3
51	N#Cc1c(C(F)(F)F)cc(-c2ccc(Cl)c(Cl)c2)nc1SCCN1CCOCC1
52	CCOC(=O)CSc1cc(CS(=O)(=O)c2ccccc2)nc(-c2ccccc2)n1
53	NC(=O)CSc1nc(O)cc(=O)n1-c1ccccc1
54	COCCSc1nnc(NC(=O)Cc2ccccc2OC)s1
55	CC1C/C(=C/c2cccn2C)C(=O)/C(=C/c2cccn2C)C1 (configuration not stated)
56	CC(c1ccccc1)C1C(C#N)=C(N)OC2=C1C(=O)CCC2 (configuration not stated)
entry no.	49	50	51	52	53	54	55	56
F-actin modifier	16	-1	28	-10	13	18	5	2
HUVEC tox IL1B	-19	8	-31	83*	-30	-25	0	-6
ERa coact inh	-5	1	nt	nt	-3	-2	-7[fluorescence artefact?]	nt
FAK inh	-5	-3	-2	6	3	-1	-1	2
LYP inh 2	1	-9	5	8	0	11	11	6
VCAM1 TNFa inh	-1	13	-4	-5	1	7	-8	8
LYP act	-2	10	-7	-6	0	-15	-11	-7
TNFa cytotox	-19	4	-11	-35	1	-25	-6	-25
PTK2B oligo ant	-1	0.09	-0.02	-0.93	0.69	0.22	0.39	0.27

57	COc1ccc(NC(=O)c2c(SC)nsc2SC)cc1
58	CC(C)CCn1c(SCC#N)nc2c(sc3ccccc32)c1=O
59	CC1Cc2ccccc2N1C(=O)CSc1nnc2n1C(C)(C)Cc1ccccc1-2 (configuration not stated)
60	COc1ccc(C2C(C(C)=O)=C(O)C(=O)N2c2cccnc2)cc1OC (configuration not stated)
61	Cc1cc(SCC(=O)N2CCCC2)nc2ccccc12
62	CCC(C)[C@H](NC(=O)Nc1cccc(Cl)c1)C(=O)O (some centres not stated)
63	O=C(CCN1C(=O)c2cccc3cccc(c23)C1=O)N1CCN(Cc2ccc3c(c2)OCO3)CC1
64	Cc1nc(NC2=NC(C(=O)Nc3ccc(Cl)cc3)CC(=O)N2)nc2ccccc12 (configuration not stated)
65	Cc1c(C(=O)N2CCOCC2)[nH]c2ccc(OCc3ccccc3)cc12
entry no.	57	58	59	60	61	62	63	64	65
F-actin modifier	-6	-9	nt	-16	-2	10	-4	8	-8
HUVEC tox IL1B	-6	-46	95*	-9	-18	-3	14	-9	-56
ERa coact inh	2[fluorescence artefact?]	6[fluorescence artefact?]	2	5	5	-5	nt	nt	0
FAK inh	1	-3	-8	-1	1	0	2	0	-1
LYP inh 2	-27	12	-10	0	-3	-1	1	5	-10
VCAM1 TNFa inh	-5	13	nt	-5	-6	4	12	14	6
LYP act	24	-9	14	2	2	0	-4	-3	6
TNFa cytotox	-4	-5	nt	-9	-23	-6	-18	21	-3
PTK2B oligo ant	1.2	-0.56	-2.3	0.49	-0.13	0.87	-0.33	nt	-1.2

Compound activity: PubChem, several laboratories
